Bioassay records (PubChem BioAssay)
TEAD-YAP inh – TEAD-YAP interaction inhibition, primary screen, TEAD-YAP interaction inhibitor project, luminescence, HEK-TIYL cells; TEAD-Gal4/YAP UAS-luciferase luminescence; inhibition, % at 9.12 µM; hit rate 1.4% among 640,000; AID 1259422, 2018; in the data active means inhibition above about 32%;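 further: 0% = median of test compound wells and 100% = reference inhibitor wells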
FBW7 activator – FBW7 E3 ligase activators, primary screen, biochemical, AlphaScreen, human | F-box/WD repeat-containing protein 7 (Homo sapiens), Q969H0 | AlphaScreen FBW7–phospho-cyclin E peptide binding, activator screen | normalized activity (activation), % at 26.1 µM | hit rate 0.13% among 650,000 | AID 1259310, 2017; in the data active means normalized activity above about 1.9%;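 further: purified mutant Fbw7 with reduced substrate affinity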
Target sequence (Q969H0 whole entry, looked up): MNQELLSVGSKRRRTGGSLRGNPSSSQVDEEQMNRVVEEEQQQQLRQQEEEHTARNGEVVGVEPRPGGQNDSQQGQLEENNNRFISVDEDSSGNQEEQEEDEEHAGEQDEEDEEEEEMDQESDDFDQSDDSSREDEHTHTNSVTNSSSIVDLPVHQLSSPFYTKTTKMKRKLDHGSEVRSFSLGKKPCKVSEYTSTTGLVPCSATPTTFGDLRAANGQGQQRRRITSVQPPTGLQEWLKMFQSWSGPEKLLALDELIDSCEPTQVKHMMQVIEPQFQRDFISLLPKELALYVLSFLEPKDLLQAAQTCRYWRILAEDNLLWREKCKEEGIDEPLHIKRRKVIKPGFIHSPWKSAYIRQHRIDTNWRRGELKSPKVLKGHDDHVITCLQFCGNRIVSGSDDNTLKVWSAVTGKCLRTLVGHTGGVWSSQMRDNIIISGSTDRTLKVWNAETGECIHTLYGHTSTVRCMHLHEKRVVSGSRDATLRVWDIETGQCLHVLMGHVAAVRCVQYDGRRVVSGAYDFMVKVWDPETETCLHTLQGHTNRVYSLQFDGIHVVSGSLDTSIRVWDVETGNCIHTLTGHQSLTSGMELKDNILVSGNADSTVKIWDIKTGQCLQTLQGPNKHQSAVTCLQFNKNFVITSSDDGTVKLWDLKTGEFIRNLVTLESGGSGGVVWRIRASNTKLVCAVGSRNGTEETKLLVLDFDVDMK
GPR151 ag – activators of human GPR151, primary screen, cell-based, PathHunter beta-arrestin, luminescence; G-protein coupled receptor 151 (Homo sapiens), Q8TDV0; PathHunter beta-arrestin GPR151 cells; activation, % at 11.2 µM; hit rate 1% among 650,000; in the data active means activation above about 4.9%;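 further: 0% = median of compound wells and 100% = cells with positive control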
MITF primary – MITF inhibitors, primary screen, biochemical, AlphaScreen, human; Microphthalmia-associated transcription factor (Homo sapiens), O75030; inhibition, % at 2.6 µM; AID 1259374, 2018; AlphaScreen MITF homodimerization, bead proximity signal; hit rate 0.91% among 650,000; in the data active means inhibition above about 50%;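 further: 0% = vehicle wells with protein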
The depositor's hits bear a star; & = joins results of further samples.

| SMILES | TEAD-YAP inh | FBW7 activator | GPR151 ag | MITF primary |
| --- | --- | --- | --- | --- |
| CC(=O)NCCNC(=O)c1cccc(N(C)C)c1 | -0.3 | 0.4 | -2.4 | -11.3 |
| O=C(NCc1ccccc1Cl)c1cccnc1SCc1cccc(F)c1 | -10.0 | -0.1 | -0.7 | -2.5 |
| COc1ccc(/C(O)=C2\C(=O)C(=O)N(c3cccc(C)n3)C2c2ccc(N(C)C)cc2)cc1 (stereo not given) | -17.4 | 0.8 | 1.1 | 15.9 |
| COCCO[C@H]1[C@H](NC(=O)C(C)C)c2ccccc2C12CCN(C(=O)c1cn[nH]c1)CC2 | 2.7 | -0.2 | -1.0 | -0.6 |
| CCN(CC)CCNc1c2c(nc3ncnn13)CCCC2 | 1.2 | 0.0 | -0.1 | 10.7 |
| Cc1ccc(-n2c(SCC(=O)NCc3ccccc3)nc3c(sc(=S)n3-c3ccc(Cl)c(C)c3)c2=O)cc1 | -9.1 | -0.2 | -0.2 | -4.3 |
| CCn1nc(C)c(CN2CC(=O)N(c3ccccc3C)C(C)C2)c1C (stereo not given) | 3.9 | -0.1 | 0.8 | 3.6 |
| COc1ccc(NC(=O)c2sc3nc(C)nc(N4CCC(C)CC4)c3c2C)c(OC)c1 | 4.3 | 0.0 | -0.5 | -0.8 |
| CCCCOc1ccc(/C=C(\C#N)C(N)=S)cc1 | 0.3 | -0.3 | -1.5 | 1.0 |
| CCN(CCCNC(=O)CNC(=O)c1nn(-c2ccc(OC)c(Cl)c2)c(=O)c2ccccc12)c1cccc(C)c1 | 5.4 | 0.1 | -0.8 | 11.8 |
| Cc1ccc2c(C)nc(/N=C(\N)NC(=O)c3ccccc3)nc2c1 | -11.5&18.5 | 0.0&0.2 | 0.2&0.5 | 5.5&12.7 |
| CNC(=O)CSc1nnc(C(C)C)n1C | -0.9 | -0.2 | 1.2 | 1.7 |
| CCOC(=O)C1=C(C)NC2=C(C(=O)CC(C)(C)C2)C1c1ccccc1C(F)(F)F (stereo not given) | 11.2 | 0.1 | -1.2 | 13.3 |
| CCn1c(=O)cc(SCC(=O)Nc2cc(Cl)ccc2OC)c2ccccc21 | -6.5 | 1.2 | -0.1 | 2.9 |
| CCNC(=O)N1C(CC(=O)OCC)C(=O)NC2CCCCC21 (stereo not given) | 5.0 | -0.1 | 0.9 | -0.4 |
| Cc1ccc(CNC(=O)c2cccc(NC3=NC4CS(=O)(=O)CC4S3)c2)cc1 (stereo not given) | -2.1 | -0.1 | 0.1 | 1.4 |
| CCOC(=O)C1=C(C)NC2=C(C(=O)C(C(=O)OC)C(C)C2)C1c1cccc(Oc2ccccc2)c1 (stereo not given) | 6.9 | 0.4 | 1.4 | 3.2 |
| CCc1ccccc1NC(=O)c1cc(C)on1 | 8.3 | 0.2 | -1.2 | 9.6 |
| Cc1ccccc1N1C(=O)c2ccc(Oc3ccc([N+](=O)[O-])cc3)cc2C1=O | 4.1 | -0.1 | -0.3 | 10.3 |
| O=C(/C=C/c1ccc(F)cc1)N1CCN(c2ccccn2)CC1 | 9.2 | 0.0 | 1.4 | 7.9 |
| CC(=O)c1ccc(S(=O)(=O)N2CCCC(C(=O)c3cccc(OC(C)C)c3)C2)cc1 (stereo not given) | 11.2 | 0.1 | 4.6 | 5.2 |
| CCNC(=O)NC(=O)C(C)OC(=O)CNS(=O)(=O)c1ccc(NC)c([N+](=O)[O-])c1 (stereo not given) | 2.8 | 0.0 | -0.1 | 7.0 |
| O=C(CCN1CCN(CCO)CC1)Nc1cccc(Br)c1 | -2.9 | 0.0 | 0.1 | -0.5 |
| Cc1ccc2oc(=O)c3cnn(CC(=O)N(C)C4CCCCC4)c3c2c1 | 0.3 | -0.1 | -0.6 | 6.2 |
| CCOc1ccc(C(=O)N2c3ccccc3CC2C(=O)NC)cc1 (stereo not given) | 8.8 | -0.1 | 1.8 | 2.5 |
| Cc1ccc(N2CC(C(=O)N3CCC4(CC3)CC(=O)c3ccccc3O4)CC2=O)cc1C (stereo not given) | 11.8 | 0.5 | -0.4 | 11.2 |
| C/C(=N\NC(=O)COc1ccc(C)cc1)C(=O)O | 4.5 | -0.1 | 0.1 | 9.4 |
| C#CC(C)(CC)NC(=O)/C=C/c1cc(OC)c(OC)c(OC)c1 (stereo not given) | -11.1 | 0.2 | -0.7 | 3.0 |
| CCCNS(=O)(=O)c1ccc(OCC)c2ccccc12 | 3.6 | 0.1 | -2.4 | 4.5 |
| COc1ccc(CNc2ncnc3sc4c(c23)CCC4)cc1OC | 21.2 | -0.3 | -1.2 | -1.8 |
| COc1ccc(N=Cc2c(Nc3ccc(Cl)cc3)nc3c(C)cccn3c2=O)cc1 | -0.6 | 0.0 | 1.4 | -14.0 |
| Cc1ccc(NC(=O)CN(C)S(=O)(=O)c2cccc3cccnc23)cc1 | -23.3 | 0.0 | -0.4 | -14.0 |
| O=C(C1COc2ccccc2O1)N1CCOc2ccc(-c3ccncc3)cc21 (stereo not given) | 1.8 | 0.1 | -1.2 | 8.4 |
| CCOC(=O)C1C(=O)OC2(CCOC(C)(C)C2)C1C(=O)OCC (stereo not given) | 3.2 | -0.1 | -0.6 | -8.9 |
| Nc1ccc(C(=O)OCC(=O)Nc2ccc(C(F)(F)F)cc2[N+](=O)[O-])cc1 | 5.7 | -0.1 | -0.8 | -6.6 |
| Cc1nc(-c2ccc(NC(=O)c3ccccc3C)cc2)cs1 | -24.2 | -0.1 | -3.3 | -17.2 |
| COC(=O)c1cc(-c2ccc(/C=C3\SC(N)=NC3=O)o2)ccc1Cl | -0.8 | 0.6 | -0.4 | 0.1 |
| CCN(CC)/C(=C\C#N)c1ccc(F)cc1 | -2.4 | -0.2 | -1.2 | -7.4 |
| COc1ccc(-n2nc3c(c2NC(=O)C24CC5CC(CC(C5)C2)C4)CS(=O)C3)cc1 (stereo not given) | 0.4 | 0.0 | -0.4 | 11.7 |
| C=CCNC(=O)C1CCCN(c2nc3ccccc3n2CC)C1 (stereo not given) | 3.2 | 0.1 | 0.0 | 3.1 |
| O=C1Cc2ccccc2C(c2ccccc2Br)N1 (stereo not given) | 6.2 | -0.2 | 1.1 | 9.0 |
| CC(=O)c1cccc(Nc2nc(-c3ccc(O)cc3O)cs2)c1 | -33.6 | 0.0 | -0.3 | -2.4 |
| CN1CCN(c2ccc(-c3nc4ccc(C(=O)NC5CCN(Cc6ccccc6)CC5)cc4s3)cc2)CC1 | 11.2 | -0.1 | -1.3 | 10.4 |
| COC(=O)c1cc(F)c(-n2cncn2)c(F)c1 | -15.2 | 0.1 | 0.2 | 0.2 |
| CC(=O)N1CCC2(CC1)OCc1cc(-c3cccc(O)c3)ccc1O2 | 0.1 | 0.2 | -0.3 | 1.5 |
| NC(=O)NC(CC(=O)NNC(=O)c1ccco1)c1ccc(Cl)cc1 (stereo not given) | -8.2 | 0.6 | 0.3 | 7.3 |
| COc1cc(C(=O)N=C2N=C3C=CC(Cl)=CN3Cc3ccccc32)cc(OC)c1OC | -28.0 | 0.1 | -2.8 | 19.0 |
| C=CCNC(=O)CSc1nnc2c(n1)[nH]c1ccc(OCC)cc12 | 9.8 | -0.1 | 0.0 | -3.9 |
| COc1ccc(C(=O)Nc2cccc(OC(=O)c3cc(S(=O)(=O)N4CCOCC4)ccc3Cl)c2)cc1 | 55.0* | -0.2 | -1.7 | 9.1 |
| COc1ccc(Cl)c2sc(NC(C)=O)nc12 | 6.7 | 0.0 | 0.7 | 6.7 |
| CN(C=O)CP(=O)(O)CN1CCCCC1 | 0.4 | -0.1 | -0.4 | 6.9 |
| O=S(=O)(c1ccc(Cl)cc1)N1CCCc2ccccc21 | 0.0 | 0.0 | 1.0 | -10.2 |
| Cc1cc(NCCCN2CCCC2=O)nc(-c2ccc(N3CCOCC3)nc2)n1 | -6.5 | 0.1 | -1.7 | -10.5 |
| COc1ccc(-c2cc(C3CC3)nc3sc4c(N)ncnc4c23)cc1 | -0.7 | -0.1 | -0.5 | -13.0 |
| Cn1nnnc1Sc1ccc(S(N)(=O)=O)cc1[N+](=O)[O-] | 1.3 | 0.1 | 3.9 | 6.8 |
| CSc1ccc(S(=O)(=O)Nc2ccccc2C(=O)N2CCOCC2)cc1 | 10.4 | 0.2 | -1.2 | 1.9 |
| CCN(CC)c1nc(-c2ccccc2Cl)nc2ccccc12 | 0.0 | -0.1 | -0.6 | -6.6 |
| Cc1nc2cc(N3CCCC3)c(NC(=O)C3CC3)cc2c(=O)n1Cc1ccccc1 | -5.1 | 0.0 | 0.7 | 8.0 |
| O=C(Nc1cccc(-c2nc3ncccc3o2)c1)c1cccc(Cl)c1Cl | 3.6 | 0.3 | -0.7 | 0.5 |
| CCOC(=O)c1sc2nc(C)nc(Nc3cccc(C)c3)c2c1C | -11.2 | -0.1 | -1.3 | -1.3 |

(cont.)
Every second line gives: TEAD-YAP inh | FBW7 activator | GPR151 ag | MITF primary
C=CCn1cnc2c(c1=O)c1nc3ccccc3nc1n2-c1ccc(OC)cc1
  6.8 | 0.0 | -1.0 | -4.5
O=C1N[C@@H](COCc2ccccc2)C(=O)N2C[C@@H](NCc3cc(F)ccc3F)C[C@@H]12
  1.4 | -0.1 | -0.6 | 10.6
Cc1nc(N2CC(C)OC(C)C2)c(C#N)c(C)c1[N+](=O)[O-] (stereo not given)
  -2.1 | 0.5 | 0.9 | -4.2
Cc1ccc(OCc2nc(-c3ccc(Br)cc3)no2)cc1C
  -9.2 | 0.7 | -0.8 | 23.7
CCCSc1nnc(NC(=O)c2cccc(OC)c2)s1
  -3.7 | 0.2 | -1.6 | 16.8
COc1cccc(/C=C/c2nc3ccccc3c(=O)n2-c2cc(Cl)ccc2C)c1OC
  7.1 | -0.1 | -0.1 | 3.8
CC1(C)CC(=O)C2=C(C1)OC(N)=C(C#N)C2c1ccc(C2C(C#N)=C(N)OC3=C2C(=O)CC(C)(C)C3)cc1 (stereo not given)
  -7.8 | 0.1 | -0.9 | 11.5
CC(=O)c1c(O)c2ccccc2oc1=O
  2.0 | 0.1 | -0.7 | 14.6
Oc1c(CN2CCOCC2)cc(-c2ccccc2)cc1CN1CCOCC1
  2.5 | 0.1 | -0.6 | 9.3
Cc1ccc(NS(=O)(=O)c2ccc(N/N=C/c3ccncc3)c([N+](=O)[O-])c2)c(C)c1
  -23.2 | 0.1 | -1.3 | 11.8
OCCOCCNc1ncnc2ccc(Br)cc12
  20.6 | 0.0 | -0.2 | 3.0
COC(=O)c1ccc(-c2c(C#N)c(N)nc(SCC#N)c2C#N)cc1
  -10.5 | -0.2 | -0.8 | -4.1
COc1ccc(-c2noc(C(c3ccccc3)c3ccccc3)n2)cc1
  -2.0 | 0.3 | 0.3 | 6.1
COc1cc([N+](=O)[O-])ccc1NC(=O)C(C)Oc1ccc(Br)cc1 (stereo not given)
  4.9 | 0.0 | -2.4 | 16.0
CCOc1cc(/C=C2/SC(=S)N(C)C2=O)cc([N+](=O)[O-])c1O
  5.3 | 0.5 | 0.4 | 20.4
CC(C)(C)n1ncc2c(=O)n(CC(=O)N3CCCCCC3)cnc21
  -6.8 | 0.0 | -0.2 | 3.9
N#Cc1ccccc1Cn1c(-c2cncs2)nc2ccccc21
  -0.8 | 0.0 | 0.8 | 4.8
CCNCCC1CCC(=O)N1C1Cc2ccccc2C1 (stereo not given)
  -9.9 | 0.2 | -0.6 | 9.9
Cc1ccc(CN(C)C(=O)CC2(c3ccc(-c4ccccc4)cc3)CC(=O)N(C)C2=O)cc1 (stereo not given)
  -44.5 | 0.2 | -0.1 | 1.1
O=C1COc2ccc(C(=O)COC(=O)CNS(=O)(=O)c3cccc(F)c3)cc2N1
  6.4 | 0.0 | -0.4 | 1.8
CCCCN(C)C(=O)CC1(c2ccccc2Cl)CC(=O)N(C)C1=O (stereo not given)
  -56.0 | -0.1 | -0.3 | 12.4
Cc1ccc(-c2nnc(Nc3ccc(OCC(N)=O)cc3)c3ccccc23)cc1S(=O)(=O)NCCO
  -9.5 | 0.0 | 0.9 | 3.1
Cc1cc(Nc2ccc(N3CCOCC3)cc2)nc(N2CCOCC2)n1
  9.1 | 0.0 | -1.6 | -5.6
COCCNC(=O)c1nn2c(C(F)(F)F)c3c(nc2c1Cl)-c1ccccc1CC3
  -3.3 | -0.1 | 0.7 | 17.0
c1ccc(COCCn2cc(-c3ccncn3)cn2)nc1
  -1.0 | 0.2 | -3.2 | 7.7

Four records drawn at random from the list so far, as already listed:
Every second line gives: TEAD-YAP inh | FBW7 activator | GPR151 ag | MITF primary
COCCNC(=O)c1nn2c(C(F)(F)F)c3c(nc2c1Cl)-c1ccccc1CC3
  -3.3 | -0.1 | 0.7 | 17.0
c1ccc(COCCn2cc(-c3ccncn3)cn2)nc1
  -1.0 | 0.2 | -3.2 | 7.7
O=C1COc2ccc(C(=O)COC(=O)CNS(=O)(=O)c3cccc(F)c3)cc2N1
  6.4 | 0.0 | -0.4 | 1.8
N#Cc1ccccc1Cn1c(-c2cncs2)nc2ccccc21
  -0.8 | 0.0 | 0.8 | 4.8

Compounds as they come; 3.5% or so of the library scored in one or more.
